XBP1 UPR activ: activators of adaptive arm of unfolded protein response (XBP1). CHO-XBP1 luciferase reporter, IRE1-XBP1 UPR activation, luminescence; percent of tunicamycin response, DMSO as zero. 330,000 compounds, 0.33% hits. activation, % at 20 µM. AID 463104;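 active means versus positive control, 20 µM dose yields 30% or more activation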;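 further: 100% = tunicamycin at 10 µg/mL and 0% = DMSO only wells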
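Test system: CHO-XBP1 luciferase reporter cells | Buffer or medium: Serum-containing F12 medium, 10% FBS | Schedule: 6 h compound exposure at 37 °C, 5% CO2 | Detection: Steady-Glo luciferase glow luminescence, 10 min after reagent addition | Read-out basis: Activation, % of tunicamycin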
UPR CHOP act: apoptotic UPR (CHOP) activation | CHO-CHOP luciferase reporter, luminescence; percent of tunicamycin response over DMSO baseline | activation, % at 10 µM | 330,000 compounds, 0.34% hits;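 active means at 10 µM dose, activation of 40% or more, normalized to positive control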;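 further: 100% = tunicamycin at 10 µg/mL and 0% = DMSO alone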
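System: CHO-CHOP luciferase reporter cell line | Buffer or medium: F12 medium containing 10% fetal bovine serum | Doses: One dose, 10 µM in 0.5% DMSO | Times: 6 h compound exposure at 37 °C after overnight seeding | Signal: Luciferase luminescence | Read-out: % activation vs tunicamycin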
APJ antag: antagonists of human APJ apelin receptor; P35414; CHO-K1 APJ beta-arrestin complementation, luminescence; inhibition, % at 20 µM; 330,000 compounds, 0.32% hits;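 active means inhibition above about 40% at 20 µM, limit read from the data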;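 further: cells challenged with 10 nM apelin-13 agonist together with compound; plate controls were apelin-13 plus DMSO wells for no effect and DMSO wells lacking apelin-13 for full effect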
Jurkat NFkB inh: lowers PMA/ionomycin-induced NF-kB signal in Jurkat cells. PMA/ionomycin-induced NF-kB luciferase reporter, luminescence. inhibition, % at 4 µM. 330,000 compounds, 0.53% hits. AID 435003; in the data active means inhibition above about 50%
APJ agonist: APJ receptor agonism | P35414 | CHO-K1 APJ PathHunter beta-arrestin, luminescence; 0% DMSO wells, 100% apelin | activation, % at 20 µM | 330,000 compounds, 0.11% hits | AID 2520;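 active means activation more than six SD over the plate average, tested at 20 µM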;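 further: 0% = DMSO alone and 100% = apelin-13 at 10 nM; some results filed as inactive read as strong as hits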
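Assay system: engineered CHO-K1 APJ arrestin reporter cells; Amount: 1000 CHO-K1 reporter cells seeded per well; Dosing: one dose, 20 µM compound, 1% DMSO; Times: compound stimulation 90 min at 25 °C, detection 60 min; Measured by: luminescent beta-gal fragment complementation, chemiluminescent substrate; Read-out: APJ–arrestin association signal; Controls: DMSO vs Apelin-13 10 nM.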
tim23-1 inh: inhibits growth of tim23-1 mutant yeast | S. cerevisiae tim23-1 growth, BacTiter-Glo luminescence, 24 h | 330,000 compounds, 1.3% hits | inhibition, % at 20 µM | AID 463212;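 active means growth inhibition of the mutant yeast at or above 50%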;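 further: temperature-sensitive mutant grown at 25 °C; plate controls were DMSO-treated mutant yeast for no effect and medium wells lacking yeast for full effect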
Mdm2-MdmX inh: inhibitors of human Mdm2/MdmX interaction. SaOS-2 split-luciferase Mdm2/MdmX complementation, luminescence. O15151+Q00987. 330,000 compounds, 3% hits. inhibition, % at 8 µM;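 active means inhibition of at least 50% at 8 µM in the primary screen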
Target sequence (O15151 whole entry, looked up): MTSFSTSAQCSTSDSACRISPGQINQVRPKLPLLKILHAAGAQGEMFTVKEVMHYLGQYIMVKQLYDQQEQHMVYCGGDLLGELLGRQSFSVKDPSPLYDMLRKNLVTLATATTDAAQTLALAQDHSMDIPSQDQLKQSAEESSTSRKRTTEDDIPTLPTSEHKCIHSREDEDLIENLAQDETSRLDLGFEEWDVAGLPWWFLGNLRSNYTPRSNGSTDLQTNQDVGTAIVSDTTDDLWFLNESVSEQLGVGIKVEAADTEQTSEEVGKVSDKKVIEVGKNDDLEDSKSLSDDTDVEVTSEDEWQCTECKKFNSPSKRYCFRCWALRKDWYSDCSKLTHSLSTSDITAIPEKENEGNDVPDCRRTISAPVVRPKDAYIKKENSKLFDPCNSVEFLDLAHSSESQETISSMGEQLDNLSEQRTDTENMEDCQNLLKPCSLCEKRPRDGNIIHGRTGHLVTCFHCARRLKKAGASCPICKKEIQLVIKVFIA
Target sequence (Q00987 whole entry, looked up): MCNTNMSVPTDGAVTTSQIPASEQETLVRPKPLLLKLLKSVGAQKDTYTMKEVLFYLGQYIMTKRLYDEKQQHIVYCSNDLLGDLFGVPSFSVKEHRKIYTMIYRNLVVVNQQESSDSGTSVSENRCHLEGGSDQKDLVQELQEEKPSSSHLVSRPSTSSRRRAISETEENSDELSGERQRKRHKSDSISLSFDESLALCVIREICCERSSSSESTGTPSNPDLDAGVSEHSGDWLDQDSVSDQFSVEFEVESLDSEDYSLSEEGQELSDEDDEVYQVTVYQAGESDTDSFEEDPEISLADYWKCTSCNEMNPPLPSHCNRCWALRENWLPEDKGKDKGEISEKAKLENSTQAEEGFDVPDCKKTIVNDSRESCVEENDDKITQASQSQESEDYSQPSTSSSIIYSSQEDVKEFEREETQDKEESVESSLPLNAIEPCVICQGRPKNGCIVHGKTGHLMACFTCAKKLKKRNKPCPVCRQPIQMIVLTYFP
697 NFkB inh: lowers PMA/ionomycin-induced NF-kB signal in 697 B cells | inhibition, % at 4 µM | AID 435022 | 330,000 compounds, 0.33% hits | 697 B-cell NF-kB luciferase reporter, 16 h; in the data active means inhibition above about 35%
* marks the source's active call; other numbers are inactive results.

`CC(=O)Nc1ccc(S(=O)(=O)NC(C)C(=O)NCC(c2ccco2)N(C)C)cc1` (centres undefined) gave XBP1 UPR activ 1, UPR CHOP act -1.0, APJ antag 8, Jurkat NFkB inh 7, APJ agonist -7, tim23-1 inh -1, Mdm2-MdmX inh 24 and 697 NFkB inh 13.
N#Cc1ccc(NC(=S)NC(=O)C2CCCCC2)cc1 was read as XBP1 UPR activ -2, UPR CHOP act 4.0, APJ antag 21, Jurkat NFkB inh 14, APJ agonist -9, tim23-1 inh 51*, Mdm2-MdmX inh 9 and 697 NFkB inh -12.
For COCCCN1C(=O)C(=O)/C(=C(/O)c2ccc(S(=O)(=O)N3CCCCC3)cc2)C1c1ccc(O)cc1 (centres undefined) the results were XBP1 UPR activ 2, UPR CHOP act 0.3, APJ antag 19, Jurkat NFkB inh -13, APJ agonist -3, tim23-1 inh -2, Mdm2-MdmX inh -2 and 697 NFkB inh -13.
For CC1(C)Cc2c(cnn2-c2ccccc2)C(NC(=O)CCc2ccc(=O)[nH]n2)C1 (centres undefined) the results were XBP1 UPR activ -4, UPR CHOP act 2.3, APJ antag 23, Jurkat NFkB inh 5, APJ agonist 1, tim23-1 inh 11, Mdm2-MdmX inh 9 and 697 NFkB inh -10.
For CCc1ccccc1NC(=S)N1CCN(c2ccccn2)CC1 the results were XBP1 UPR activ 0, UPR CHOP act -0.1, APJ antag 3, Jurkat NFkB inh -12, APJ agonist 1, tim23-1 inh 0, Mdm2-MdmX inh 2 and 697 NFkB inh 13.
For NS(=O)(=O)c1ccc(NC(=S)NCc2ccccc2Cl)cc1 the results were XBP1 UPR activ -1, UPR CHOP act 0.6, APJ antag -9, Jurkat NFkB inh 8, APJ agonist 1, tim23-1 inh 9, Mdm2-MdmX inh 14 and 697 NFkB inh 14.
Screening Cc1ccccc1OCc1nnc(SCC(=O)NC2CCCCC2)o1 returned XBP1 UPR activ -1, UPR CHOP act -0.6, APJ antag 24, Jurkat NFkB inh 1, APJ agonist -2, tim23-1 inh 17, Mdm2-MdmX inh 16 and 697 NFkB inh 6.
`S=C(NC1CCCCC1)N(CCc1nc2ccccc2[nH]1)C1CCCC1` gave XBP1 UPR activ 2, UPR CHOP act 2.4, APJ antag 18, Jurkat NFkB inh -10, APJ agonist 0, tim23-1 inh 32, Mdm2-MdmX inh 32 and 697 NFkB inh -62.
For COc1ccc(Nc2ccc([N+](=O)[O-])cn2)cc1 the results were XBP1 UPR activ 3, UPR CHOP act 3.1, APJ antag 20, Jurkat NFkB inh -38, APJ agonist -2, tim23-1 inh 19, Mdm2-MdmX inh -50 and 697 NFkB inh -30.
Screening CCN(Cc1ccccc1)S(=O)(=O)c1ccc(OC)c2ncccc12 returned XBP1 UPR activ 0, UPR CHOP act -2.4, APJ antag -1, Jurkat NFkB inh -8, APJ agonist -1, tim23-1 inh 4, Mdm2-MdmX inh 5 and 697 NFkB inh -11.

Entries shown so far that have an aryl methoxy group:
For COc1ccc(Nc2ccc([N+](=O)[O-])cn2)cc1 the results were XBP1 UPR activ 3, UPR CHOP act 3.1, APJ antag 20, Jurkat NFkB inh -38, APJ agonist -2, tim23-1 inh 19, Mdm2-MdmX inh -50 and 697 NFkB inh -30.
Screening CCN(Cc1ccccc1)S(=O)(=O)c1ccc(OC)c2ncccc12 returned XBP1 UPR activ 0, UPR CHOP act -2.4, APJ antag -1, Jurkat NFkB inh -8, APJ agonist -1, tim23-1 inh 4, Mdm2-MdmX inh 5 and 697 NFkB inh -11.

More results.
`Cc1nc2ccc(NS(=O)(=O)c3ccc4c(c3)OCCO4)cc2s1` gave XBP1 UPR activ -1, UPR CHOP act 1.7, APJ antag 4, Jurkat NFkB inh 14, APJ agonist -3, tim23-1 inh 9, Mdm2-MdmX inh -9 and 697 NFkB inh -5.
Screening C/C(=C\C(=O)c1ccccc1)NCc1ccc(F)cc1 returned XBP1 UPR activ 0, UPR CHOP act -0.5, APJ antag 6, Jurkat NFkB inh -12, APJ agonist 1, tim23-1 inh 13, Mdm2-MdmX inh 18 and 697 NFkB inh 3.
`COCc1c(C(=O)OCC(=O)NCCN2C(=O)CSC2=O)oc2ccccc12` gave XBP1 UPR activ -1, UPR CHOP act -2.5, APJ antag 3, Jurkat NFkB inh -47, APJ agonist 1, tim23-1 inh 6, Mdm2-MdmX inh -4 and 697 NFkB inh 2.
Screening COc1ccc(S(=O)(=O)N2CCOCC2)cc1NC(=O)CC1CCCC1 returned XBP1 UPR activ -4, UPR CHOP act 0.6, APJ antag 15, Jurkat NFkB inh 8, APJ agonist -4, tim23-1 inh 14, Mdm2-MdmX inh -18 and 697 NFkB inh 17.
Screening COC(=O)[C@H](C)NC(=O)Nc1ccccc1C(F)(F)F returned XBP1 UPR activ -1, UPR CHOP act -1.3, APJ antag -7, Jurkat NFkB inh 1, APJ agonist -3, tim23-1 inh 1, Mdm2-MdmX inh -16 and 697 NFkB inh 3.
For CSc1sc(C(=O)OC(C)C)c2c1C(=O)CC(C)(C)C2 the results were XBP1 UPR activ -1, UPR CHOP act -1.4, APJ antag 16, Jurkat NFkB inh 9, APJ agonist -2, tim23-1 inh 25, Mdm2-MdmX inh 8 and 697 NFkB inh -13.
For Cc1nc2ccc(-c3nc4ccccc4o3)cc2[nH]1 the results were XBP1 UPR activ 0, UPR CHOP act 1.6, APJ antag 5, Jurkat NFkB inh -137, APJ agonist 2, tim23-1 inh 48, Mdm2-MdmX inh -193 and 697 NFkB inh -226.
For CCCC(NC(=O)Cc1c(C)c2c(cc(C)c3c(C)coc32)oc1=O)C(=O)O (centres undefined) the results were XBP1 UPR activ -3, UPR CHOP act -1.5, APJ antag 15, Jurkat NFkB inh 16, APJ agonist -2, tim23-1 inh 18, Mdm2-MdmX inh -6 and 697 NFkB inh 10.
COc1ccc(-n2nnnc2SCC(=O)c2ccc3c(c2)OCCO3)cc1 was read as XBP1 UPR activ 0, UPR CHOP act -0.5, APJ antag 1, Jurkat NFkB inh -22, APJ agonist -3, tim23-1 inh -16, Mdm2-MdmX inh 1 and 697 NFkB inh -4.
CC(O)[C@H]1CN=C(N)N1CC1CCCCC1 (some centres undefined) was read as XBP1 UPR activ -1, UPR CHOP act -0.1, APJ antag -72, Jurkat NFkB inh 16, APJ agonist -1, tim23-1 inh 5, Mdm2-MdmX inh 14 and 697 NFkB inh 28.

Random excerpt: 2 compounds from above, in no set order.
Screening C/C(=C\C(=O)c1ccccc1)NCc1ccc(F)cc1 returned XBP1 UPR activ 0, UPR CHOP act -0.5, APJ antag 6, Jurkat NFkB inh -12, APJ agonist 1, tim23-1 inh 13, Mdm2-MdmX inh 18 and 697 NFkB inh 3.
CC(O)[C@H]1CN=C(N)N1CC1CCCCC1 (some centres undefined) was read as XBP1 UPR activ -1, UPR CHOP act -0.1, APJ antag -72, Jurkat NFkB inh 16, APJ agonist -1, tim23-1 inh 5, Mdm2-MdmX inh 14 and 697 NFkB inh 28.

The list continues:
`COCCNC(=O)c1ccccc1NC(=O)c1cccc([N+](=O)[O-])c1C` gave XBP1 UPR activ -2, UPR CHOP act 0.8, APJ antag -10, Jurkat NFkB inh 0, APJ agonist -3, tim23-1 inh 5, Mdm2-MdmX inh -2 and 697 NFkB inh 19.
Screening CC(=O)Oc1cccc(NC(=O)c2ccc3c(c2)C(=O)N(CC(C)C)C3=O)c1 returned XBP1 UPR activ -1, UPR CHOP act 2.9, APJ antag 7, Jurkat NFkB inh -6, APJ agonist 2, tim23-1 inh -3, Mdm2-MdmX inh -10 and 697 NFkB inh 9.
`CCCNC(=O)Cn1nc(C(F)(F)F)c2c1CCC2` gave XBP1 UPR activ 0, UPR CHOP act 0.4, APJ antag -10, Jurkat NFkB inh 1, APJ agonist 0, tim23-1 inh 14, Mdm2-MdmX inh -18 and 697 NFkB inh 0.
For Cc1cccc(C)c1NC(=O)c1cc(S(=O)(=O)N2CCOCC2)ccc1F the results were XBP1 UPR activ 0, UPR CHOP act -1.2, APJ antag -3, Jurkat NFkB inh -11, APJ agonist -3, tim23-1 inh 20, Mdm2-MdmX inh -8 and 697 NFkB inh 3.
Screening COc1ccc(OC)c(NC(=S)NCc2cccs2)c1 returned XBP1 UPR activ -1, UPR CHOP act 0.5, APJ antag 13, Jurkat NFkB inh 6, APJ agonist -1, tim23-1 inh 21, Mdm2-MdmX inh 15 and 697 NFkB inh 18.
`S=c1[nH]cc(-c2ccccc2)n1-c1cccc(Cl)c1` gave XBP1 UPR activ -1, UPR CHOP act -0.1, APJ antag -16, Jurkat NFkB inh -4, APJ agonist -1, tim23-1 inh 4, Mdm2-MdmX inh 18 and 697 NFkB inh 7.
N#Cc1ccc(OCC(=O)N2CCN(c3ccc(C(F)(F)F)cn3)CC2)cc1 was read as XBP1 UPR activ -2, UPR CHOP act 0.9, APJ antag -5, Jurkat NFkB inh 16, APJ agonist 1, tim23-1 inh 18, Mdm2-MdmX inh -8 and 697 NFkB inh -9.
`COc1ccc(C(=O)NC(=S)Nc2nc(C)c(C(=O)N(C)C)s2)cc1` gave XBP1 UPR activ 0, UPR CHOP act -0.5, APJ antag 26, Jurkat NFkB inh 2, APJ agonist -4, tim23-1 inh 19, Mdm2-MdmX inh 9 and 697 NFkB inh -5.
Screening CC(OC(=O)c1cnccn1)C(=O)c1ccccc1 (centres undefined) returned XBP1 UPR activ 0, UPR CHOP act 0.7, APJ antag -1, Jurkat NFkB inh 9, APJ agonist 8, tim23-1 inh -9, Mdm2-MdmX inh 7 and 697 NFkB inh -10.
COc1ccc(C2NC(=O)CCC2[N+](=O)[O-])cc1OC (centres undefined) was read as XBP1 UPR activ 0, UPR CHOP act 2.2, APJ antag -5, Jurkat NFkB inh -4, APJ agonist 0, tim23-1 inh -4, Mdm2-MdmX inh -15 and 697 NFkB inh 14.
`Cc1ccc(N=C(NOCc2ccc(Cl)cc2Cl)c2nonc2N)c(C)c1` gave XBP1 UPR activ -1, UPR CHOP act -0.9, APJ antag -13, Jurkat NFkB inh 19, APJ agonist -3, tim23-1 inh 15, Mdm2-MdmX inh 30 and 697 NFkB inh 9.
Screening Cn1c2ccccc2c2nnc(SCC(=O)NC3CCCC3)nc21 returned XBP1 UPR activ 1, UPR CHOP act -0.9, APJ antag 25, Jurkat NFkB inh 0, APJ agonist -6, tim23-1 inh 12, Mdm2-MdmX inh -7 and 697 NFkB inh 6.
S=C1SCN(Cc2ccco2)CN1Cc1ccco1 was read as XBP1 UPR activ 7, UPR CHOP act 59*, APJ antag 7, Jurkat NFkB inh 8, APJ agonist 0, tim23-1 inh 10, Mdm2-MdmX inh 48 and 697 NFkB inh -5.
For Cc1c(NC(=O)COC(=O)c2ccc(Cl)nc2)c(=O)n(-c2ccccc2)n1C the results were XBP1 UPR activ -3, UPR CHOP act -1.3, APJ antag -1, Jurkat NFkB inh 10, APJ agonist -4, tim23-1 inh 3, Mdm2-MdmX inh 12 and 697 NFkB inh 11.
c1ccc(-c2ccnc3nc(-n4cccc4)nn23)cc1 was read as XBP1 UPR activ 0, UPR CHOP act -2.1, APJ antag 0, Jurkat NFkB inh 0, APJ agonist 0, tim23-1 inh 5, Mdm2-MdmX inh 20 and 697 NFkB inh 17.
O=C(O)CCNc1ccc(Cl)cc1 was read as XBP1 UPR activ -2, UPR CHOP act 1.7, APJ antag -8, Jurkat NFkB inh 13, APJ agonist 2, tim23-1 inh 3, Mdm2-MdmX inh 11 and 697 NFkB inh 6.
O=C(Nc1nc2ccc(Cl)cc2s1)[C@@H]1CCCN1C(=O)c1cccs1 was read as XBP1 UPR activ 2, UPR CHOP act 4.8, APJ antag 1, Jurkat NFkB inh -31, APJ agonist -1, tim23-1 inh 40, Mdm2-MdmX inh 5 and 697 NFkB inh -39.
